Screens from PubChem.
MBNL1-CUG inh: blocks human MBNL1 binding to CUG repeat RNA; Q9NR56; TR-FRET MBNL1-His/biotin-(CUG)12 binding, 665/545 ratio; Potency, µM (top dose mostly 57.5 µM), inactives show top-dose activity change, negative = inhibition, usual class: inhibitors; actives 0.036% (n = 280,000); AID 2675; active = well fitted inhibition curve with a large enough effect in the signal ratio, with a control signal flat, not every such curve was filed as active; inconclusive = small, poorly fitted or top-dose-only effect, or effect the other way, or a change in a side signal; inactive = no such curve, though single readings can be large or run the other way; the % refers to the signal ratio; also: potency is read from the fitted curve at half-maximal effect; % is scaled to controls: 0 for no effect and ±100 for the full control effect
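Inhibition of protein-RNA binding appears as loss of TR-FRET between terbium anti-His antibody on MBNL1-His and streptavidin-XL665 on biotin-(CUG)12. Activity is normalized to buffer-only and uninhibited-complex controls.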
Menin-MLL TR inh: menin-MLL binding inhibition, Texas Red mutant peptide | Menin + Texas Red MLL mutant peptide, fluorescence polarization | actives 0.23% (n = 270,000) | Potency, µM (titrated, usually from 61.6 µM), for inactives: at the highest dose FP activity change, negative = inhibition, usual class: inhibitors; active = well fitted inhibition curve with a large enough effect in the polarisation, with a control signal flat, not every such curve was filed as active; inconclusive = small, poorly fitted or top-dose-only effect, or effect the other way, or a change in a side signal; inactive = no such curve, though single readings can be large or run the other way; the % refers to the polarisation; also: potency is read from the fitted curve at half-maximal effect; % of control where 0% means no effect; many of its hits are not listed in these tables
TSG101-PTAP inh: blocks PTAP/TSG101 interaction to inhibit HIV-1 budding | Fluorescence polarization, FITC-PTAP peptide / Tsg101 binding | Potency, µM (titrated, usually from 115 µM), inactives show at the highest dose activity change, negative = inhibition, actives largely listed as inhibitors | 340,000 tested, under 10 active | AID 493005; active = well fitted inhibition curve with a large enough effect in the main read-out, with a control signal flat, not every such curve was filed as active; inconclusive = small, poorly fitted or top-dose-only effect, or effect the other way, or a change in a side signal; inactive = no such curve, though single readings can be large or run the other way; also: potency is read from the fitted curve at half-maximal effect; % of control where 0% means no effect
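Fluorescence anisotropy tracks displacement of a FITC-tagged PTAP peptide (50 nM) from the Tsg101 binding domain (10 uM), following a 20 min room-temperature incubation at pH 7.5.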
TCR act: activators of T cell receptors; primary human leukocytes, anti-CD3, IL-2 HTRF, 48 h; Potency, µM (series often up to 9.22 µM), for the others: at the highest dose activation of IL-2 secretion, most hits filed as activators; 330,000 tested, under 10 active; AID 504894; also: % of control where 0% means no effect
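Activity was scored as IL-2 release from primary human leukocytes given only a TCR signal (a-CD3 beads) plus compound for 48 hr. Detection used a two-antibody HTRF format read at 665nm.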
S-ASM inh: blocks human secretory acid sphingomyelinase; actives 0.006% (n = 340,000); placental ASM, HMU-PC fluorogenic substrate, 60 min; Potency, µM (titrated, usually from 57.5 µM), for inactives: at the highest dose activity change, negative = inhibition, hits mostly inhibitors; P17405; also: potency is read from the fitted curve at half-maximal effect
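qHTS format. ASM enzyme prepared from human placenta hydrolyses the fluorogenic substrate HMU-PC0 (9 uM final) over 60 min at 37 °C after a 10 min compound preincubation.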
MLL CXXC-DNA inh: MLL CXXC-DNA interaction inhibition; Q03164; MLL-CXXC / FITC-HOXA9 DNA fluorescence polarization; Potency, µM (titrated, usually from 115 µM), for inactives: at the highest dose activity change, negative = inhibition, actives largely listed as inhibitors; actives 0.037% (n = 290,000); AID 2662; active = well fitted inhibition curve with a large enough effect in the polarisation, with a control signal flat, not every such curve was filed as active; inconclusive = small, poorly fitted or top-dose-only effect, or effect the other way, or a change in a side signal; inactive = no such curve, though single readings can be large or run the other way; the % refers to the polarisation; also: potency is read from the fitted curve at half-maximal effect
Target sequence (Q03164 whole entry, looked up): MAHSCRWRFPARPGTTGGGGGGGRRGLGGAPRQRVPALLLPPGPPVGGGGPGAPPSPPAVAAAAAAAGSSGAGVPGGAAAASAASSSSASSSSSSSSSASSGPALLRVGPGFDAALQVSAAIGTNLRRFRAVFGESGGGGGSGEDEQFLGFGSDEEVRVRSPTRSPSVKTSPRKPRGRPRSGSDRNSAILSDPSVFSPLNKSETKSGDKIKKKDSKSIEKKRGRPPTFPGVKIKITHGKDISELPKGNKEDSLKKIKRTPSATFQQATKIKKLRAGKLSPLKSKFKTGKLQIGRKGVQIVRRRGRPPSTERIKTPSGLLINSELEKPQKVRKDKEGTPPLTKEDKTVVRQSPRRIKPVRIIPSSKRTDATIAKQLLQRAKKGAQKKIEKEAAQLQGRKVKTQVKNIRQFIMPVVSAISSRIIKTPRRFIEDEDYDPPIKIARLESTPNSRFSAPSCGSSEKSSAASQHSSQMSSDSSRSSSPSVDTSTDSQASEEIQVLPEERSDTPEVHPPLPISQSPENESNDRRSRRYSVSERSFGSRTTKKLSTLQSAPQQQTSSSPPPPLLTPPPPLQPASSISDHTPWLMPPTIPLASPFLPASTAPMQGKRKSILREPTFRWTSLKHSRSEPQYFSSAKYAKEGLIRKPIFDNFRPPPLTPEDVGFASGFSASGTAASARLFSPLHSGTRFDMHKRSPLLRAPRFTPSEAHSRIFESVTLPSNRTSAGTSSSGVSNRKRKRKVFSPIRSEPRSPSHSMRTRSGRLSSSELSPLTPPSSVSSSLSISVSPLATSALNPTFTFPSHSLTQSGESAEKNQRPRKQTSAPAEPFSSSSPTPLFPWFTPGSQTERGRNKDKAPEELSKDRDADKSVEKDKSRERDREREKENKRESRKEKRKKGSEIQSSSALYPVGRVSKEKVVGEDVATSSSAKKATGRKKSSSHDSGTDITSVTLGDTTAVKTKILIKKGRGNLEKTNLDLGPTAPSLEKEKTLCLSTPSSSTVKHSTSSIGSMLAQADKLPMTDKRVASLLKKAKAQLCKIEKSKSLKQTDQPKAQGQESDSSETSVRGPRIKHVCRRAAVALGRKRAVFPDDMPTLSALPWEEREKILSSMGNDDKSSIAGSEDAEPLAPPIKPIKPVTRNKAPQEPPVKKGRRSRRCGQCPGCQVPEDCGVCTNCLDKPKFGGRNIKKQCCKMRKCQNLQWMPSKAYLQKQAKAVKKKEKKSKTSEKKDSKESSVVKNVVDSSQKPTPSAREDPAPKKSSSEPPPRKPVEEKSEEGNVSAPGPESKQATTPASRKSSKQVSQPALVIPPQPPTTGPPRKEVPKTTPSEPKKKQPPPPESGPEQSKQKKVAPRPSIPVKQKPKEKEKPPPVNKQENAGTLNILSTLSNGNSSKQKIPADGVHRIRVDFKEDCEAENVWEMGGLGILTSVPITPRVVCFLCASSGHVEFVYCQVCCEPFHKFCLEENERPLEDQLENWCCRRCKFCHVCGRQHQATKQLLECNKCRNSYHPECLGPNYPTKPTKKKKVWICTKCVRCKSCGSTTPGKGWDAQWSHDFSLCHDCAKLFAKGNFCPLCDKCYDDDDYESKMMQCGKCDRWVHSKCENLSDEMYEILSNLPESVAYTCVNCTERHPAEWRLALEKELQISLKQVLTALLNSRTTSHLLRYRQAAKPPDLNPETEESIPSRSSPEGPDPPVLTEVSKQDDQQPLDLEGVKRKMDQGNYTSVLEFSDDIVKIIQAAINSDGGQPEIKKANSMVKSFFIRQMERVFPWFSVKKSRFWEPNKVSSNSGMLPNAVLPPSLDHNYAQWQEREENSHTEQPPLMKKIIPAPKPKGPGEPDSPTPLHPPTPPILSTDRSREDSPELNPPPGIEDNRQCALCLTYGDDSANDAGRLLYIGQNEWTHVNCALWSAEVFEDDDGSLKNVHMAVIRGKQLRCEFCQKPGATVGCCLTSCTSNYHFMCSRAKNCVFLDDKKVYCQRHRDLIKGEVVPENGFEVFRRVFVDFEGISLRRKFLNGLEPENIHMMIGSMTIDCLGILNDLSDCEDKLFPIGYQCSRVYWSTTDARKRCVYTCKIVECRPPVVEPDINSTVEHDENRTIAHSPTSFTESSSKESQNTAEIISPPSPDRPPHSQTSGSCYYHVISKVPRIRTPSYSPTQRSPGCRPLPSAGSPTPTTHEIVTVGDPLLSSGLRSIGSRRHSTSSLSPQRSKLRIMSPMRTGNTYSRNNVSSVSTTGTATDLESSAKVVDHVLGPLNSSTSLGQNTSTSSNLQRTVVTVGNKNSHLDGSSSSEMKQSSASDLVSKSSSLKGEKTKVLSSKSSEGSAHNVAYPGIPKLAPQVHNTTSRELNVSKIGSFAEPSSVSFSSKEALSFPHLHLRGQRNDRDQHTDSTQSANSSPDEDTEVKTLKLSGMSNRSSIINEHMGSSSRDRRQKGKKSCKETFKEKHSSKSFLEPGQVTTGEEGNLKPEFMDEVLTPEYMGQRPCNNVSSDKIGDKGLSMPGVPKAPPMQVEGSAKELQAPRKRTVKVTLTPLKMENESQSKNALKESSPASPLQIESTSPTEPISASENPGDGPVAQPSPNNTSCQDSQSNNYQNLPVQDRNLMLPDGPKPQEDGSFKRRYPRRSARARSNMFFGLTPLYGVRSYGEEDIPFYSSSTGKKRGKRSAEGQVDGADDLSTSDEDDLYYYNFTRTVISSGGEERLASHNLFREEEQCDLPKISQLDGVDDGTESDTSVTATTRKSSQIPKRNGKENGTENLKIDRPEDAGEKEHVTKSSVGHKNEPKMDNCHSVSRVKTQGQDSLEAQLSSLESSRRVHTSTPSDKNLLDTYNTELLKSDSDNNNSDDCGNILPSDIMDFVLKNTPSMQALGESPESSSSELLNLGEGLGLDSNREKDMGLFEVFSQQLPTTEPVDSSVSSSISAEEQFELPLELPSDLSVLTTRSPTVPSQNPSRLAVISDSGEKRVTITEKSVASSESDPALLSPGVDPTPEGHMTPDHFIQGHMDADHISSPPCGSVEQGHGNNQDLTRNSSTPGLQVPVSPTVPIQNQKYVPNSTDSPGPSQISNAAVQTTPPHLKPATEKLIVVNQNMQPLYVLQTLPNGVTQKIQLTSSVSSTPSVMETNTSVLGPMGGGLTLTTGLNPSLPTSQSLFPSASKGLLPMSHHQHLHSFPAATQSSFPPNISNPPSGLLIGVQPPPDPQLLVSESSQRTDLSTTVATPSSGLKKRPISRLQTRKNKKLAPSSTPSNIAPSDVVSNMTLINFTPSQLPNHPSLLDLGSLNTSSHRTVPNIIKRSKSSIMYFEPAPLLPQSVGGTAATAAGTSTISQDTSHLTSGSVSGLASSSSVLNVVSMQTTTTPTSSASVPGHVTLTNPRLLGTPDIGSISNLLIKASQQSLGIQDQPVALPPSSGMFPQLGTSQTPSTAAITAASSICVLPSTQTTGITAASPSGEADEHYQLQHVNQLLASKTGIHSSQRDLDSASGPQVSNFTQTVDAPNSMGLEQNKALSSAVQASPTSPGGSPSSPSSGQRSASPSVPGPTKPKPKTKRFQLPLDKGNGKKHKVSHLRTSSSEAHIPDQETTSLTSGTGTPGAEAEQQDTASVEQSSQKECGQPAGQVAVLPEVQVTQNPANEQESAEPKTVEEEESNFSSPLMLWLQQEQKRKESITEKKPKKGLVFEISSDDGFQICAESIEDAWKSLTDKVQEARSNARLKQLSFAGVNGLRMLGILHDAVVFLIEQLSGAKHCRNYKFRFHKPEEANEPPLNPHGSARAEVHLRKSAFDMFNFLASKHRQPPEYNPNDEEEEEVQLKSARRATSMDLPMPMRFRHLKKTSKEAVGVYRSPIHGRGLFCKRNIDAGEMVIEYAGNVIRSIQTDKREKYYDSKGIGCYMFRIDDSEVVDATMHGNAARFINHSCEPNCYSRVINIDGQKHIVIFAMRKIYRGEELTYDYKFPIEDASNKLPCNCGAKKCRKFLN
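Steps: dispense CXXC domain solution (7 uM) → pin compounds or unlabeled HOX-A9 DNA control → 5 min ambient → add FLSN-HOX-A9 solution (50 nM) → spin → 30 min ambient → fluorescence polarization. Tris pH 7.5/NaCl/DTT/BSA buffer.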
AT treatment: potential ataxia-telangiectasia treatments restoring KAP-1 phosphorylation. AID 485349. […] A-T fibroblasts, KAP-1 phosphorylation AlphaLISA; neocarzinostatin DNA damage 30 min before lysis. Potency, µM (doses to about 57.5 µM), for inactives: at the highest dose activation, hits mostly activators. actives 0.19% (n = 320,000); also: potency is read from the fitted curve at half-maximal effect; % of control where 0% means no effect; nearly all actives have a fitted effect of over 45% in size
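ATM-like activity read as KAP-1 phosphorylation via AlphaLISA donor/acceptor antibody pairs after lysis and 6 hr at 25C. Cells were ATM-null patient fibroblasts ([…], hTERT), dosed 60 min, then exposed to the DSB inducer NCS for 30 min.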
Integrin act MD: activates integrin-mediated alleviation for muscular dystrophy; alpha7betagal myoblasts, beta-gal FDG fluorescence, 48 h; Potency, µM (top dose mostly 38.3 µM), without a hit: at the highest dose activation, actives largely listed as activators; actives 0.064% (n = 350,000);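 also: potency is read from the fitted curve at half-maximal effect; 100% = response of the positive control SU9516; nearly all actives have a fitted effect of over 60% in size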
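Alpha7betagal+/- myoblasts (passage 13) were plated 16-24 hr, then exposed to compounds (1:260 dilution of DMSO stock) for 48 hours at 37C. After MPER lysis, β-galactosidase reporter activity was read as FDG fluorescence (ex 480/em 540) after 30 minutes.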
TSHR antag: antagonists of human thyroid stimulating hormone receptor. activity change, negative = inhibition, % at 11.5 µM. P16473. TSHR-expressing cells, TSH-stimulated cAMP HTRF, 2 h; stronger effect = lower value. actives 0.2% (n = 330,000);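 active = activity change below a set negative limit, meaning inhibition stronger than a set level, cut at about -70% in these data; inconclusive = activity change between two set negative limits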; also: % is scaled to controls: 0 for no effect and ±100 for the full control effect
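Read-out is FRET at 665 nm (cryptate excitation 337 nm) from a cryptate-tagged anti-cAMP antibody, competed by cell cAMP against cAMP-d2. Compounds are tested on freshly harvested TSHR cells challenged with 4nM TSH (EC80) for 2 hours at 37 deg C.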
Mito fusion yeast: mitochondrial division inhibition or fusion activation | actives 0.23% (n = 320,000) | Potency, µM (titrated, usually from 46.1 µM), without a hit: top-dose growth rescue (activation), most hits filed as activators | S. cerevisiae fusion-defective mutant growth rescue, CellTiterGlo 48 h;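 also: potency is read from the fitted curve at half-maximal effect; % of control where 0% means no effect; nearly all actives have a fitted effect of over 45% in size; temperature-sensitive fusion mutants such as fzo1-1 at 37 °C on non-fermentable ethanol glycerol medium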
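Read-out: ATP-based luminescence (CellTiterGlo, 10 min ambient) reporting growth of fusion-defective ts yeast after 48 hours at 37C on glycerol/ethanol YPEG medium in the presence of compound.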
* = called active by the depositor; ? = inconclusive; . = no result given; [ ] = dose if it differs, or a comment. Unless noted, calls follow the shape of the dose curve; as a rule, active = well fitted curve in the direction sought with a large enough effect; inconclusive = small, poorly fitted or top-dose-only effect, or another doubt; inactive = no such curve, though single readings can be large; an effect the other way counts as inactive or inconclusive. An excerpt; the hit share may differ from the screen's.

Structure | MBNL1-CUG inh | Menin-MLL TR inh | TSG101-PTAP inh | TCR act | S-ASM inh | MLL CXXC-DNA inh | AT treatment | Integrin act MD | TSHR antag | Mito fusion yeast
COc1cc(C=NOC(=O)Nc2ccccc2)cc(OC)c1OC | . | . | 0% | -3% | 0% | . | . | 0% | . | .
Cc1ccc(NC(=O)CCCn2c(=O)[nH]c3ccsc3c2=O)cc1 | -1% | 12% | -3% | -3% | 2% | -2% | 0% | 11% | -6 | -28%
CCCc1cc2c(cc1NC(=O)c1ccc(C(C)(C)C)cc1)OCO2 | -6% | 1% | 1% | 0%[46.1 µM] | -11% | -9% | -13% | -33% | -32 | 26%
CC(C)Cn1c(-c2ccc(Cl)cc2)cnc1SCC(=O)N1CCOCC1 | -2% | ? | -6% | -3% | -7% | 1% | -1% | -17% | -2 | -2%
CN(Cc1ccccc1)C(=O)COC(=O)c1cc2ccccc2oc1=O | . | . | -10% | -6% | 7% | . | 2% | 15% | -3 | .
O=C(C[C@H]1C/C=C\CC[C@H](Cc2ccc(F)cc2)C(=O)OC[C@@H]2CCCN2C1=O)N[C@H](CO)Cc1ccccc1 | . | . | -7% | -2% | 3% | . | 1% | 2% | -12 | .
COC(=O)Cc1nnc(SCC(=O)Nc2ccccc2)c2ccccc12 | 2% | . | -2% | -8% | 3% | 8% | 3% | -26% | 6 | 29%
COC(=O)CCC(=O)NNC(=O)c1cccc(Br)c1 | -8% | -4% | -2% | 3%[46.1 µM] | 3% | 13% | -1% | 10% | 11 | 2%
COc1ccc(-n2nc(C(=O)NCC(=O)NCC3COc4ccccc4O3)c3ccccc3c2=O)cc1OC (centres undefined) | 14% | -3% | -4% | 12% | -2% | -2% | -1% | -15% | 4 | 3%
CCCNC(=O)C(Cc1ccccc1)NC(=O)c1ccc(C(F)(F)F)cc1 (centres undefined) | . | . | 3% | 4% | 3% | . | 11% | -5% | -4 | -12%
COc1ccc2c(c1)C(=O)N(Cc1ccccc1)C(=O)C2(C)C | 5% | 9% | 1% | -1% | -2% | 9% | 6% | 0% | -3 | 8%
Cc1cc(C)cc(C(=O)NC(CC(N)=O)c2ccc(NC3CCCCCCCCCCC3)c([N+](=O)[O-])c2)c1 (centres undefined) | 0% | -3% | -6% | 7% | -13% | -1% | 3% | 25% | -4 | -2%
C/C(=N/NC(=O)c1cc(-c2cccc([N+](=O)[O-])c2)n[nH]1)c1ccc(Cl)cc1 | 3% | 6% | -6% | 5%[46.1 µM] | 1% | 7% | 0% | -3% | 5 | -1%
O=C(Nc1nncs1)c1cccc(S(=O)(=O)N2CCOCC2)c1 | -5% | -14% | -1% | 5% | 0% | 5% | 1% | 13% | 2 | 0%
O=C(CC(=O)Nc1cc(Cl)ccc1Cl)Nc1cc(Cl)ccc1Cl | 0% | ? | 1% | 7% | 13% | 3% | -5% | ? | -5 | 1%
COc1ccc(Cn2c(CCC(=O)Nc3ccccc3OC)nc3cccnc32)cc1 | -5% | -9% | -1% | 0% | 0% | -5% | -5% | -18% | -11 | 0%
CCN(CC)C(=O)/C(=C/c1cccc([N+](=O)[O-])c1)NC(=O)c1ccco1 | ? | -12% | 1% | . | -1% | 0% | 2% | ? | -3 | 0%[9.22 µM]
COc1ccc(N2CCN(Cc3csc(C)c3-c3ccc(C)cc3)CC2)cc1 | 0% | ? | -5% | 6% | -13% | 5% | -6% | 0% | 3 | -1%
O=C(CCCCCNC(=O)N1CCn2c1nc1ccccc12)N[C@@H](Cc1ccccc1)C(=O)O | -7% | 2% | 0% | -3% | 1% | 12% | -1% | 1% | 8 | -3%
CCO[C@H]1OC(C(=O)N2CCN(Cc3ccc4c(c3)OCO4)CC2)=C[C@@H](c2ccc3c(c2)OCO3)[C@@H]1CCCO | -27% | ? | 1% | 2% | 18% | -28% | -7% | -13% | -12 | 3%

Part of the list above, limited to TSG101-PTAP inh:
structure | TSG101-PTAP inh
COc1ccc(N2CCN(Cc3csc(C)c3-c3ccc(C)cc3)CC2)cc1 | -5%
CCCNC(=O)C(Cc1ccccc1)NC(=O)c1ccc(C(F)(F)F)cc1 (centres undefined) | 3%
CC(C)Cn1c(-c2ccc(Cl)cc2)cnc1SCC(=O)N1CCOCC1 | -6%
CN(Cc1ccccc1)C(=O)COC(=O)c1cc2ccccc2oc1=O | -10%
O=C(CCCCCNC(=O)N1CCn2c1nc1ccccc12)N[C@@H](Cc1ccccc1)C(=O)O | 0%

The results go on.
Structure | MBNL1-CUG inh | Menin-MLL TR inh | TSG101-PTAP inh | TCR act | S-ASM inh | MLL CXXC-DNA inh | AT treatment | Integrin act MD | TSHR antag | Mito fusion yeast
Cc1c(C)n(Cc2ccccc2)c2ncnc(NCCO)c12 | 0% | -17% | -2% | 0% | -5% | 6% | 3% | -4% | 6 | 9%
CCOC(=O)c1ccc(S(=O)(=O)N2CCNCC2)cc1 | 2% | 4% | -1% | 6% | 2% | 6% | -5% | 12% | 5 | 1%
O=C(COC(=O)c1ccccc1F)NNC(=O)c1ccccc1 | . | . | -4% | 3% | -1% | . | -3% | 6% | 3 | -7%
O=C(CCN1C(=O)C2C3CCC(C3)C2C1=O)OCC(=O)c1cccc([N+](=O)[O-])c1 (centres undefined) | . | 8% | -1% | -1%[46.1 µM] | 3% | 7% | 1% | -5% | 2 | -4%
O=C(O)Cc1ccc2oc(-c3ccccn3)nc2c1 | -3% | -12% | -4% | 3% | 0% | 12% | -7% | 16% | -5 | -18%
Cc1nn(-c2ccc(F)cc2)c(C)c1CN1CCN(CCC(C)C)C(CCO)C1 (centres undefined) | -13% | ? | -2% | 0% | 2% | 0% | 3% | 4% | -8 | 1%
C/C(=N\NC(=O)c1ccco1)c1ccc(-c2ccccc2)cc1 | 3% | 26% | -2% | 3% | -1% | 2% | 4% | 9% | -13 | 8%
O=C1CSC(c2ccc([N+](=O)[O-])cc2)N1c1ccccc1 (centres undefined) | ? | -6% | 0% | -2% | -1% | ? | 14% | -8% | -1 | -8%
CCCn1nc(C(=O)NNC(=O)CSCC(=O)Nc2cc(C)on2)c2ccccc2c1=O | . | . | -1% | 8% | 8% | . | -15% | -21% | 27 | -7%
O=C(CSCc1ccccc1)N1CCN(Cc2ccc3c(c2)OCO3)CC1 | 0% | 14% | -4% | 2%[46.1 µM] | -1% | -8% | -1% | -19% | 2 | 4%
O=C(Nc1ccc(O)cc1)c1ccc(C(=O)c2ccccc2)o1 | ? | -2% | 4% | -65% | -1% | -4% | -2% | 21% | -11 | 6%
COc1cc(NS(=O)(=O)c2cc(NC(C)=O)ccc2OC)c(OC)cc1NC(=O)c1ccccc1 | . | . | -6% | 1% | 0% | . | . | -27% | . | .
COc1ccc(C(=O)Nc2ccccc2C(=O)NCCCn2ccnc2)cc1 | 1% | -1% | -1% | -67% | -1% | -5% | 3% | 2% | -4 | 2%
CC(C)c1cc(CNC(=O)C2CCC(=O)N(Cc3ccccc3F)C2)on1 (centres undefined) | -4% | . | 1% | 3% | . | -6% | -6% | -35% | 37 | 2%
Cc1snc(S(=O)(=O)/C(C#N)=N/Nc2cccc(C(F)(F)F)c2)c1C#N | 1% | ? | -8% | -4% | ? | -4% | 1% | 7% | -5 | -2%
Cn1cc(CN2CCCC(CO)(Cc3ccccc3)C2)cn1 (centres undefined) | 1% | -2% | -1% | 6% | 2% | -12% | 0% | ? | -5 | -4%
COc1ccc(OC)c2c1cc(C(=O)N[C@H](C(=O)N1CCC[C@H]1C(=O)O)C(C)C)n2C | 10% | -24% | 2% | 0% | 2% | -5% | 0% | -1% | -19 | 0%
CCOC(=O)CNC(=O)CN1CCC(c2nc3ccccc3[nH]2)CC1 | -4% | . | -5% | 11% | 2% | 8% | 9% | 4% | 20 | 5%
CC(C(=O)NCc1ccco1)n1nc(-c2ccccc2)c2cc(Cl)ccc21 (centres undefined) | 13% | ? | 0% | -4% | 2% | 22% | 10% | -11% | 65 | 2%

Some of these compounds in order of their number in TSG101-PTAP inh, highest first.
SMILES | TSG101-PTAP inh
Cn1cc(CN2CCCC(CO)(Cc3ccccc3)C2)cn1 (centres undefined) | -1%
O=C(O)Cc1ccc2oc(-c3ccccn3)nc2c1 | -4%
COc1cc(NS(=O)(=O)c2cc(NC(C)=O)ccc2OC)c(OC)cc1NC(=O)c1ccccc1 | -6%
